Compound activity deposited in PubChem BioAssay by several laboratories.
TMEM16A inh = inhibitors of mouse TMEM16A calcium-activated chloride channel. HEK293 TMEM16A/YFP iodide influx fluorescence, ionomycin. normalized B-score (activity score, 25-100; higher = stronger inhibition) at 10 µM. actives 1.2% (n = 310,000). AID 588511;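 active = ratio plate-corrected score three or more library SD toward inhibition, starting fluorescence score within five deviations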;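 also: score derived from kinetic fluorescence span divided by baseline fluorescence per well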
TMEM16A act = mouse TMEM16A channel activation, primary screen | HEK293 TMEM16A/YFP-H148Q/I152L, iodide quench fluorescence; hits give low values | AID 623877 | actives 0.3% (n = 340,000) | B-score at 10 µM;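 active = fluorescence-ratio B-score plate-corrected deviation score at least 3 library SD below zero, with starting fluorescence score within 5 deviations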;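 also: channel opened by trigger with iodide after compound preincubation; score built on the fluorescence ratio of max minus min over baseline; more negative score means more quench and so TMEM16A activation or potentiation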
KCNK3 inh = human KCNK3 channel inhibition, primary screen; B-score at 10 µM; O14649; actives 0.84% (n = 340,000); CHO-KCNK3 thallium flux, FluxOR fluorescence; hits give low values; AID 602410;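 active = B-score under library mean minus 4 SD, starting fluorescence ratio at most library mean plus 5 SD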;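 also: more negative B-score means stronger inhibition of thallium flux through KCNK3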
KCNQ1 block = inhibitors of human KCNQ1 potassium channel. CHO-K1 KCNQ1, FluxOR thallium flux fluorescence; hits give high values. B-score at 10 µM. actives 1.3% (n = 310,000);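 active = compounds whose thallium flux B-score, printed positive for inhibition, exceeds three library SD while starting fluorescence stays within three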;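 also: channel opened by potassium depolarization with thallium stimulus after 20 min compound exposure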
DYRK1A inh = blocks rat Dyrk1A kinase activity; ADP-Glo luminescence, NFATc1 peptide; inhibition, % at 12.5 µM; actives 0.43% (n = 310,000); AID 504441; in the data active = inhibition above about 50%;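 also: plate controls were vehicle with enzyme for no effect and no enzyme for full effect; many of its hits are not listed in these tables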
KCNK9 block = inhibitors of human KCNK9 two-pore domain potassium channel | Q9NPC2 | HEK293 KCNK9, FluxOR thallium flux fluorescence; hits give low values | B-score at 10 µM | actives 1.2% (n = 310,000) | AID 488922;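 active = ratio B-score over 3 SD below the library mean, with starting fluorescence within 5 SD of its mean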;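 also: negative B-score means less thallium flux so channel inhibition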
hERG protect = shields human hERG channel from block by proarrhythmic agents. actives 0.51% (n = 310,000). AID 1511. Q12809. activation (rescue from dofetilide block), less the hit threshold, % at 10 µM. CHO-hERG, FluxOR thallium flux, dofetilide IC70 present;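 active = activation above the mean of controls blocked by dofetilide plus 5 SD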;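 also: thallium influx through hERG after potassium depolarization seen as dye fluorescence rise; in these data hits start at about 4.7%; inactives centre near -7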
Target sequence (Q12809 whole entry, looked up): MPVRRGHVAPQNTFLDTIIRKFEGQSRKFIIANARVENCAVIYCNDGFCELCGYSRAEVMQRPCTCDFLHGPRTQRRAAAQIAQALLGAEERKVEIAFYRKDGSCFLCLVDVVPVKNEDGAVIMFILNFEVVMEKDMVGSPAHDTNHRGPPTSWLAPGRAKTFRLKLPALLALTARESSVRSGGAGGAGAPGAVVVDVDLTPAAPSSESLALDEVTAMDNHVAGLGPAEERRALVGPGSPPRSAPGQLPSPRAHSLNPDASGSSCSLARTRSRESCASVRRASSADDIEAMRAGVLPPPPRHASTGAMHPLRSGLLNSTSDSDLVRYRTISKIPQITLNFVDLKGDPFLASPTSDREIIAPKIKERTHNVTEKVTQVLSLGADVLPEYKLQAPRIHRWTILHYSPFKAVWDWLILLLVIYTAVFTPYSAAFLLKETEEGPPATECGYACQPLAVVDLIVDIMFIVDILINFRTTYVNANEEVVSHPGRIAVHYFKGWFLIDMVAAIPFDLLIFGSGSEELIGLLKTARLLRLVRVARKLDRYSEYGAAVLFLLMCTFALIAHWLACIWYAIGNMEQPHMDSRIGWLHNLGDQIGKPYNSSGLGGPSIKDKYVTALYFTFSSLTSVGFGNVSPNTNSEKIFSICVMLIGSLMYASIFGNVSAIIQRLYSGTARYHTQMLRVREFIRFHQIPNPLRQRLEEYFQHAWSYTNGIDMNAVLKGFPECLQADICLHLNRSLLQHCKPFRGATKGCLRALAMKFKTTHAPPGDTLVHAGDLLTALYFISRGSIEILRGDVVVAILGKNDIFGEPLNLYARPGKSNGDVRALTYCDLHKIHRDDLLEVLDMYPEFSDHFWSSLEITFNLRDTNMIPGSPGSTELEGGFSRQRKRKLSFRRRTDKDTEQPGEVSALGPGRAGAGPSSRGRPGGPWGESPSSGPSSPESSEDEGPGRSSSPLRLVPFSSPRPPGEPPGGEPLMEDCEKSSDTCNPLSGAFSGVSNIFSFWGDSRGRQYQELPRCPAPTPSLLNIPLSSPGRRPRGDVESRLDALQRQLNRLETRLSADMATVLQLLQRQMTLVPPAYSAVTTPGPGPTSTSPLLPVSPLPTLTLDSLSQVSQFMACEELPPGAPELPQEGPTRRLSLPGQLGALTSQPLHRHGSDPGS
KCNQ1 act = human KCNQ1 channel potentiation or activation | actives 0.35% (n = 310,000) | AID 2648 | B-score at 10 µM | CHO-K1 KCNQ1, thallium flux FluxOR fluorescence; hits give high values;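 active = fluorescence ratio B-score, a plate-corrected score, at least three library SD, with initial intensity B-score within 5 SD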
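Material: CHO-K1 cells stably expressing KCNQ1. Medium: assay buffer for compound exposure, DMSO matched across wells. Reagent: K+/Tl+ depolarizing stimulus. Compound dosing: single-concentration screen. Times: 37 °C overnight plating, 90-min dark dye load, 20-min compound pretreatment. Technique: FluxOR Tl+ flux fluorescence.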
TRPC4 potent = allosterically enhances the mouse TRPC4 cation channel; B-score at 10 µM; AID 2227; HEK293 TRPC4beta/mu-opioid, DAMGO EC20, Fluo-4 Ca2+ flux; hits give high values; actives 0.42% (n = 310,000);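 active = B-score of calcium response area above 5 SD of library B-scores, with initial fluorescence ratio within 5 SD of library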;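 also: B-score of integrated fluorescence ratio over time as area under calcium response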
TRPC4 act = TRPC4 (mouse) channel activation | B-score at 10 µM | HEK293 TRPC4beta/mu-opioid, Fluo4 calcium fluorescence; hits give high values | Q9QUQ5 | actives 0.49% (n = 310,000);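 active = B-score above 5 SD of library B-scores, and initial fluorescence ratio not above library mean plus 5 SD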;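 also: positive B-score marks a calcium rise read as TRPC4 activation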
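System: HEK293 cells stably co-expressing mouse TRPC4beta and mu-opioid receptor; Schedule: Fluo4 dye loading 45 min at room temperature, 110 s recording; Detection: Fluo4 fluorescence, kinetic; Evaluation: B-scored integrated calcium fluorescence ratio; Controls: buffer (low) and maximal DAMGO (high).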
HDAC3 inh = blocks human histone deacetylase 3; O15379; recombinant HDAC3, fluorogenic peptide/trypsin coupled, fluorescence; inhibition, % at 8.3 µM; actives 0.15% (n = 320,000); in the data active = inhibition above about 26%, passing the limit was not always enough; inconclusive = no clear call, values can overlap the other calls
An asterisk follows results filed as active; i = inactive; ? = inconclusive; . = not tested or not shown. A portion of the library; rates above refer to the full screens.

Sequence of screens – TMEM16A inh, TMEM16A act, KCNK3 inh, KCNQ1 block, DYRK1A inh, KCNK9 block, hERG protect, KCNQ1 act, TRPC4 potent, TRPC4 act, HDAC3 inh
- CC(=O)N1CCN(Cc2nc3cc(NC(=O)c4ccc(F)cc4)ccc3n2C)CC1
→ i, i, i, i, -6.9, i, -15.3, i, i, i, -1.9
- COc1ccc(C(CNC(=O)c2cccc(S(=O)(=O)Nc3cccc(C)c3)c2)N2CCOCC2)cc1 (stereo not drawn)
→ i, i, i, i, ., i, -9.8, i, i, i, -4.7
- Clc1ccc(-c2nc(/C=N/N3CCOCC3)c3ccccn23)cc1
→ i, i, i, i, 2.3, i, -5.1, i, i, i, -1.3
- O=C1CCC(C(=O)O)(c2ccccc2)C1 (stereo not drawn)
→ i, ., ., i, ., i, -9.3, i, i, i, -1.9
- Cc1ccc(/C=N/NC(=O)c2cc3c(ccc4ccccc43)o2)cc1[N+](=O)[O-]
→ i, i, i, i, 10.5, i, -4.9, i, i, i, -1.4
- COc1ccc(C(=O)Nc2cc(C(C)=O)c(C)oc2=O)cc1
→ i, i, i, i, -0.7, i, -9.8, i, i, i, -1.6
- COc1ccc(C(=O)N2CCC(C(=O)Nc3ccccc3C)CC2)cc1OC
→ i, i, i, i, 5.5, i, -0.8, i, i, i, -10.4
- Clc1ccc(Cn2cnc3ccccc32)cc1
→ 100*, i, i, i, 0.0, i, -5.1, i, i, i, 0.0
- Cc1ccc(/C=C/c2ccc(=O)n(Cc3ccccc3Cl)n2)cc1
→ i, i, i, i, 2.2, i, -11.1, i, i, i, -8.5
- O=c1/c(=C\c2cccnc2)sc2nc3ccccc3n12
→ ., i, i, i, -2.4, i, -11.2, i, i, i, .
- Cc1cn(-c2ccccc2)c(C)c1/C=N\Nc1nc(N2CCOCC2)nc(N2CCOCC2)n1
→ i, i, i, i, -0.9, i, -13.6, i, i, i, 11.1
- O=C(NCc1cccnc1)C1c2ccccc2C(=O)N1C1CCCCCC1 (stereo not drawn)
→ i, i, i, i, 0.9, i, -8.9, i, i, i, -5.1
- O=S(=O)([O-])CCC[n+]1c(SCCCS(=O)(=O)O)sc2ccc(Cl)cc21
→ i, i, i, i, -3.9, i, -6.6, i, i, i, -6.4
- Cc1cc(Br)ccc1SCC(=O)N1CCN(S(=O)(=O)c2ccccc2)CC1
→ i, i, i, i, -4.4, i, -10.9, i, i, i, 2.5
- CCc1ccc(NC(=O)C2CCN(S(=O)(=O)c3ccc4c(c3)NC(=O)CO4)CC2)cc1
→ i, i, i, i, 6.3, i, -7.1, i, i, i, .

Retrieved one by one from the entries so far:
Sequence of screens – TMEM16A inh, TMEM16A act, KCNK3 inh, KCNQ1 block, DYRK1A inh, KCNK9 block, hERG protect, KCNQ1 act, TRPC4 potent, TRPC4 act, HDAC3 inh
- CCc1ccc(NC(=O)C2CCN(S(=O)(=O)c3ccc4c(c3)NC(=O)CO4)CC2)cc1
→ i, i, i, i, 6.3, i, -7.1, i, i, i, .
- COc1ccc(C(CNC(=O)c2cccc(S(=O)(=O)Nc3cccc(C)c3)c2)N2CCOCC2)cc1 (stereo not drawn)
→ i, i, i, i, ., i, -9.8, i, i, i, -4.7
- CC(=O)N1CCN(Cc2nc3cc(NC(=O)c4ccc(F)cc4)ccc3n2C)CC1
→ i, i, i, i, -6.9, i, -15.3, i, i, i, -1.9
- Clc1ccc(Cn2cnc3ccccc32)cc1
→ 100*, i, i, i, 0.0, i, -5.1, i, i, i, 0.0
- COc1ccc(C(=O)Nc2cc(C(C)=O)c(C)oc2=O)cc1
→ i, i, i, i, -0.7, i, -9.8, i, i, i, -1.6
- COc1ccc(C(=O)N2CCC(C(=O)Nc3ccccc3C)CC2)cc1OC
→ i, i, i, i, 5.5, i, -0.8, i, i, i, -10.4

(list continues)
Sequence of screens – TMEM16A inh, TMEM16A act, KCNK3 inh, KCNQ1 block, DYRK1A inh, KCNK9 block, hERG protect, KCNQ1 act, TRPC4 potent, TRPC4 act, HDAC3 inh
- Cc1ccc(C(=O)NNC(=O)c2ccc(NS(=O)(=O)c3cccs3)cc2)s1
→ i, i, i, i, -2.6, i, -6.3, i, i, i, -3.8
- Cc1nn(Cc2ccccc2)c(=O)c2nn(-c3ccc(Cl)cc3)c(C)c12
→ i, i, i, i, 3.1, i, -9.3, i, i, i, -1.8
- O=[N+]([O-])c1ccc(C2CCCC/C2=N/OCc2ccccc2F)c([N+](=O)[O-])c1 (stereo not drawn)
→ i, i, -8.72*, 12*, -5.4, i, -19.5, i, i, i, ?
- COCCCN1C(=O)c2ccc(C(=O)Nc3ccc(OC)cc3OC)cc2C1=O
→ i, i, i, i, -0.9, i, -5.6, i, i, i, -4.3
- N/C(=N\c1nc2ccccc2o1)NC(=O)C(Cc1ccccc1)N1C(=O)c2ccccc2C1=O (stereo not drawn)
→ i, i, i, i, 7.3, i, -13.9, i, i, i, 7.4
- O=C(C1CCCN(Cc2cccs2)C1)N1CCCCCC1 (stereo not drawn)
→ i, i, i, i, -0.1, i, -8.7, i, i, i, -0.4
- O=C1Nc2ccc([N+](=O)[O-])cc2OC1CCN1CCCC1 (stereo not drawn)
→ i, i, i, i, ., i, -15.0, i, i, i, 9.8
- c1ccc(-c2ccc(-c3[nH]ncc3CN3CCC(N4CCSCC4)CC3)cc2)cc1
→ i, i, i, i, 18.4, i, -20.3, i, i, i, 1.3
- C[C@]12C=CC(=O)C=C1CC[C@@H]1[C@@H]2C(=O)C[C@@]2(C)[C@H]1CC[C@]2(O)C(=O)COC(=O)CCC(=O)O
→ i, i, i, i, -3.7, i, -9.4, i, i, i, 1.6
- C=CCN=C(NC#N)SCCc1ccccc1
→ i, i, i, i, 5.6, i, -7.9, i, i, i, -1.8
- O=C(O)CN(c1ccccc1[N+](=O)[O-])S(=O)(=O)c1ccccc1
→ i, i, i, i, -1.0, i, -10.8, i, i, i, 0.7
- CSC1=C(C#N)C(c2ccccc2Cl)C2=C(N1)c1ccccc1C2=O (stereo not drawn)
→ i, i, i, i, 7.7, i, -18.5, i, i, i, -4.6
- CN1c2ccccc2C2(C)CCCC3=Cc4cccc([N+](=O)[O-])c4OC312 (stereo not drawn)
→ i, i, i, i, 1.8, -10.4*, -19.8, i, i, i, 6.6
- Cc1ccccc1NC(=O)CN1C(=O)C2C3CC(C(Br)C3Br)C2C1=O (stereo not drawn)
→ i, i, i, i, -7.8, i, -3.2, i, i, i, -0.4
- COC(=O)c1c(NC(=O)C2c3ccccc3Oc3ccccc32)sc(C)c1C
→ i, i, i, i, -9.4, i, -2.9, i, i, i, 1.6
- CCn1c(CNc2ccccc2Cl)nnc1SCC(=O)OC1CCCCC1
→ i, i, i, i, -3.2, i, -7.2, i, i, i, 6.2
- COC(=O)c1ccc(C(=O)OC)c(NC(=O)COC(=O)C2CCC(C(C)(C)C)CC2)c1 (stereo not drawn)
→ i, i, i, i, 2.8, i, -19.9, i, i, i, -3.3
- Cc1cc(C)cc(NCc2ccncc2)c1
→ i, i, i, i, -3.0, i, -6.7, i, i, i, -7.4
- O=C(Cn1cnc2c(cnn2-c2ccccc2)c1=O)OCc1ccccc1
→ i, i, i, i, 1.8, i, -3.8, i, i, i, -2.5
- COc1ccc(NC(=S)Nc2ccc(C)c(Cl)c2)cc1OC
→ i, i, i, i, -1.1, i, -8.4, i, i, i, 2.2
- O=C(Nc1ccc(F)cc1)Nc1ccccc1F
→ i, i, i, i, -4.1, i, -7.0, i, i, i, 0.7
- CCOc1cc(Cl)c(NC(=O)c2ccco2)cc1OCC
→ i, i, i, i, -0.6, i, -6.5, i, i, i, -0.2
- CCOC(=O)CSC1=C(C#N)C(c2ccccc2)C(C(C)=O)=C(C)N1 (stereo not drawn)
→ i, i, i, i, 4.7, i, -6.3, i, i, i, -3.9
- CC(C)(C)C(=O)CSc1nc(N)cc(=O)[nH]1
→ i, i, i, i, -0.3, i, -9.6, i, i, i, 1.1
- Cc1nc(SCC(=O)Nc2ccccc2C(F)(F)F)c2c(=O)n(C)c(=O)n(C)c2n1
→ i, i, i, ., 8.4, ., ., ., ., ., -2.3
- CCOc1ccc(CCNC(=O)COC(=O)c2ccc(OC(C)C)cc2)cc1OCC
→ i, i, i, i, -5.2, i, -11.9, i, i, i, -0.1
- COc1ccccc1CC(=O)NCCN1CCCCC1
→ i, i, i, i, 3.5, i, -7.8, i, i, i, -9.7
- CCC(CC)C(=O)Nc1cc(Cl)ccc1C
→ i, ., ., i, ., i, -5.6, i, i, i, -2.6
- CC(C)(C)OC(=O)N1CCC[C@@H]1CO
→ i, i, i, ., 4.5, ., ., ., ., ., 2.5
- COc1ccc2c(c1)CCCC21NC(=O)N(CC(=O)NC(=O)NCc2ccccc2)C1=O (stereo not drawn)
→ i, i, i, i, 5.1, i, -18.4, i, i, i, 5.8
- CN(C)/C=C1\C=C(c2ccccc2)OC1=O
→ i, i, i, i, 5.0, i, -13.1, i, i, i, 1.9
- Cc1nc2ccccc2c2oc(C(=O)N3CCN(C4CCCCC4)CC3)cc12
→ i, i, i, i, 35.8, i, -10.4, i, i, i, 0.0
- COc1cccc2cc(C(C)N(CCCN3CCOCC3)C(=O)Nc3ccccc3)oc12 (stereo not drawn)
→ i, i, i, i, -0.6, i, -10.4, i, i, i, 2.2
- CC1=CCC2C(=O)N(c3cccc(C(=O)NCc4ccccc4)c3)C(=O)C2C1 (stereo not drawn)
→ i, i, i, i, -1.6, i, -4.4, i, i, i, 2.0
- Cc1ccc(OCC(O)CN2CCN(c3ccccn3)CC2)c(C)c1 (stereo not drawn)
→ i, i, i, i, 1.6, i, -7.7, i, i, i, -6.0
- CCOC(=O)c1cn2nc(N3CCCC3)ccc2n1
→ i, i, i, i, 6.8, i, -7.8, i, i, i, 2.0
- CSc1ccccc1NC(=O)CN(C)Cc1cccc(Cl)c1
→ i, -39.3*, i, i, ., -7.21*, -21.1, i, i, i, 3.5
- COc1ccc(CNC(=O)Cn2nnc3ccccc3c2=O)cc1
→ i, i, i, i, 3.1, i, -13.5, i, i, i, 3.9
- CCOc1ccccc1NC(=O)c1ccoc1C
→ i, i, i, i, 8.4, i, 1.9, i, i, i, 0.4
- CCOc1ccc(OCC)c(NC(=O)C2COc3ccccc3O2)c1 (stereo not drawn)
→ i, i, i, i, 4.0, i, -8.4, i, i, i, 5.6
